# OXTR potentiate: human OXTR potentiation; AID 2445; 320,000 compounds, 0.061% hits; activation, % at 3 µM; CHO-OTR cells, Fluo-8 calcium fluorescence, potentiator mode; 0% = oxytocin EC15, 100% = EC100; P30559;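 active = activation above that plate's cutoff, the mean activation of tested compounds plus 3 SD, cut at about 6.6% in these data, passing the limit was not always enough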;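 also: 100% uses oxytocin at 75 nM as the full agonist control; some results filed as inactive read as strong as hits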
# Target sequence (P30559 whole entry, looked up): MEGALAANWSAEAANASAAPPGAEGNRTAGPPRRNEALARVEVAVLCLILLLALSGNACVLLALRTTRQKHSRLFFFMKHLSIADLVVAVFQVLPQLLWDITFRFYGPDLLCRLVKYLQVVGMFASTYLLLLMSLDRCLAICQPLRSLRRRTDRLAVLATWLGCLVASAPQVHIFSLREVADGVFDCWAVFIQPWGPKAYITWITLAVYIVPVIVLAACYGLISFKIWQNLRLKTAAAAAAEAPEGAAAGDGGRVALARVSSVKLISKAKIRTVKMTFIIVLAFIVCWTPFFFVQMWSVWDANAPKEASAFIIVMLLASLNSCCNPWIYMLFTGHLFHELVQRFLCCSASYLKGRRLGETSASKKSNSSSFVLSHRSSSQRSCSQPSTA
#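 System: human OTR in CHO cells; Also added: sub-maximal oxytocin, roughly EC15; Timing: compound 6 min at room temperature before oxytocin, 100 s read; Technique: Fluo-8 intracellular calcium fluorescence, ex 470-495, em 515-575 nm; Controls: oxytocin EC15 low and EC100 high; Replication: singlicate.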
# M4 antag: CHRM4 antagonism in calcium assay | P08173 | CHO-hM4 cells, ACh EC80, Fluo-8 calcium fluorescence | inhibition, % at 3 µM | 360,000 compounds, 0.73% hits;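 active = inhibition above its plate's cutoff, the mean inhibition of sample wells plus 3 SD, cut at about 27% in these data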;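 also: 0% = acetylcholine EC80 with DMSO and 100% = DMSO without agonist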
# Target sequence (P08173 whole entry, looked up): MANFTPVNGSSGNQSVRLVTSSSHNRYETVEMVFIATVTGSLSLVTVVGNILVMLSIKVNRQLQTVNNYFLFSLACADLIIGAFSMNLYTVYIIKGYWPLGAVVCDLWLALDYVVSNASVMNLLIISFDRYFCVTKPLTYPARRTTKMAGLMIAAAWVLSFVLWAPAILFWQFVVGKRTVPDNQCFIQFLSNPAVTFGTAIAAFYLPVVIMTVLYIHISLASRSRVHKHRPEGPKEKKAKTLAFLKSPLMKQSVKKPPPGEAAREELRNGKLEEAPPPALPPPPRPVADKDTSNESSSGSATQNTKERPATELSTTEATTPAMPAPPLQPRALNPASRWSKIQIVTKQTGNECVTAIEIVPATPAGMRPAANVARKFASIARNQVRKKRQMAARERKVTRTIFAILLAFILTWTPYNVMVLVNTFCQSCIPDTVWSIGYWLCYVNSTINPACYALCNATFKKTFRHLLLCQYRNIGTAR
# M4 ag: CHRM4 agonism in calcium assay. P08173. CHO-K1 hM4/Gqi5, Fluo-8 calcium fluorescence; vehicle 0%, full acetylcholine response 100%. activation, % at 3 µM. 360,000 compounds, 0.14% hits;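 active = activation above the run mean over all test wells plus 3 SD, cut at about 32% in these data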;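 also: peak over basal fluorescence ratio per well then scaled between controls; 0% = DMSO wells and 100% = acetylcholine at EC100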
# M1 ag parental: M1 agonist counterscreen hit in parental CHO-K1 cells; Fluo-8 calcium fluorescence; scaled to maximal ATP response, vehicle zero; activation, % at 3 µM; 360,000 compounds, 0.48% hits; AID 602248; in the data active = activation above about 15%;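 also: untransfected CHO-K1 host cells lacking M1 receptor as counterscreen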
# M1 antag: human CHRM1 antagonism. CHO-K1 hM1, Fluo-8 calcium fluorescence, ACh EC80 antagonist. P11229. inhibition, % at 3 µM. 360,000 compounds, 1.3% hits;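 active = percent inhibition above its own plate's cutoff, namely the mean of that plate's compound wells plus 3 SD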;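 also: peak over basal fluorescence ratio during 140 s after agonist addition; 0% = ACh EC80 plus DMSO and 100% = DMSO alone without agonist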
# CHO-K1 Ca antag: counter-screen for M1 antagonists: effect in parental CHO-K1 cells. ATP-induced calcium, Fluo-8 fluorescence. inhibition, % at 3 µM. 360,000 compounds, 0.6% hits. AID 602250;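 active = inhibition above a per-plate cutoff, the plate's mean sample inhibition plus 3 SD, cut at about 24% in these data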;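 also: 0% = DMSO plus EC80 ATP and 100% = DMSO alone without ATP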
# M1 ag: activates human CHRM1 receptor. P11229. CHO-K1 hM1, Fluo-8 calcium fluorescence, agonist mode; 0% DMSO, 100% acetylcholine EC100. activation, % at 3 µM. 360,000 compounds, 0.33% hits;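 active = activation above the run's mean compound activation plus 3 SD, cut at about 16% in these data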;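 also: peak over basal fluorescence ratio within a 140 s kinetic read after compound addition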
# CHRM1 PAM: potentiates human M1 receptor response to acetylcholine | 360,000 compounds, 0.088% hits | activation, % at 3 µM | CHO-K1 hM1, Fluo-8 calcium fluorescence, ACh EC20; 0% = ACh EC20, 100% = maximal ACh | P11229; in the data active = activation above about 19%, passing the limit was not always enough
# CHO parental Ca: counter-screen for OX1R antagonists: effect in parental CHO cells; 330,000 compounds, 0.63% hits; parental CHO-K1, ATP-induced calcium, Fluo-8 fluorescence; inhibition, % at 5.6 µM; AID 463079;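 active = inhibition above that plate's mean sample inhibition plus 3 SD, cut at about 26% in these data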;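 also: 0% = ATP-challenged DMSO wells and 100% = DMSO wells without ATP; some compounds past the cut are filed as inactive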
#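 Material: parental CHO cells / Compound: single nominal dose of 5.6 µM per compound / Signal: Fluo-8 fluorescence / Replicates: singlicate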
# * marks the source's active call; other numbers are inactive results; . = not tested or not shown; & = joins results of further samples. Random draw from the library. Share with any hit: about 2.9%.
smiles	OXTR potentiate	M4 antag	M4 ag	M1 ag parental	M1 antag	CHO-K1 Ca antag	M1 ag	CHRM1 PAM	CHO parental Ca
CCc1ccc(/C=N/NC(=O)C(=O)NCCCN2CCOCC2)cc1	-2	11	-2	-1.2	-3	-4	-3	4	-17
CCc1ccc(OCC(=O)NNC(=O)CNC(=O)c2ccc(Br)o2)cc1	2	-7	0	-0.6	-8	-10	-2	6	-8
O=C(NCc1ccc(Cl)cc1)c1cnn2ccccc12	-4	-29	2	0.3	-11	-16	-2	9	-9
CC(C)OCCCNC(=O)C(=O)NCCCOC(C)C	-9	-5	0	-0.1	-14	1	2	12	-11
O=C(O)COc1ccccc1/C=N/NC(=O)Cc1ccccc1	-6	3	0	0.0	-15	2	-2	9	-6
Fc1ccc(Nc2cccc3nccnc23)cc1	1	-9	-1	0.1	-2	-5	-7	11	-26
CC(=O)Nc1ccc(-c2ccnc3c2CC(C(=O)NCc2ccccc2)O3)cc1 (stereo not given)	.	-1	2	0.9	-14	-15	-1	5	.
C/C(=N\N1CCN(C)CC1)c1ccc(OC(F)F)cc1	-6	3	0	0.1	8	2	-3	-2	2
COc1cccc(O[C@@H]2O[C@@H]3COC(C)(C)O[C@H]3[C@H](O)[C@H]2NC(C)=O)c1	-10	1	0	-0.1	16	2	-1	-4	1
Cc1cccc(-n2nc(C)cc2N)c1	3	0	0	-0.1	-4	4	2	17	-14
CCOc1ccc(CCNC(=O)Cn2c(=O)c3cccn3c3cccnc32)cc1	-9	-1	3	6.3	-4	7	0	-1	-31
Cn1c(=O)c2c(nc(CN3CCN(CCO)CC3)n2CCc2ccccc2)n(C)c1=O	-7	-18	2	0.4	-9	7	-3	2	-8
CC(=O)C1=C(O)C(=O)N(Cc2cccnc2)C1c1ccc(O)cc1 (stereo not given)	-1	-1	0	-0.4	-1	8	-1	8	-9
CCOC(=O)C1CCN(S(=O)(=O)c2cc(C(=O)OC)n(C)c2)CC1	-6	-5	2	2.4	-7	-9	2	8	4
Cc1ccc(S(=O)(=O)NCCC(=O)NCCc2ccccc2)cc1	.	5	1	3.0	-18	-6	-2	12	.
CCC(C(=O)OCC(=O)N1C(C)CCCC1C)c1ccccc1 (stereo not given)	-12	-5	1	0.5	-2	-9	-9	2	-11
CCC(Oc1ccccc1)C(=O)Nc1nnc(C)s1 (stereo not given)	1	-14	1	-0.1	4	0	-2	4	-9
CC(=O)c1c(C)[nH]c(C(=O)Nc2ccc(Cl)cc2)c1C	-11	-3	23	16*	3	-1	6	-6	10
Cc1cc(C(=O)N(C)Cc2c(F)cccc2Cl)c2ccccc2n1	-9	-8	14	13	3	-9	-2	-4	-17
COc1ccc(OC)c(NC(=O)COC(=O)CNC(=O)c2ccc(OC)c(OC)c2)c1	-4	9	0	0.2	3	7	-4	0	-12
O=C(Nc1nc(-c2ccccn2)cs1)C1CC1	2	-14	1	-0.3	-27	10	3	14	3
Cc1cccc2nc(CSC(=N)N)c(Br)n12	0	1	1	1.3	1	-2	-10	-6	-3
CC1CCN(C(=O)Cn2c(=O)oc3ccccc32)CC1	-8	-6	0	0.0	-34	-9	-2	7	-14
CSc1cccc(NC(=S)Nc2cc(C)ccc2C)c1	-3	-3	4	1.6	-4	-1	-3	3	-1
COCCn1c(CN2CCc3ccccc3C2)nc2c1c(=O)n(C)c(=O)n2C	-10	-3	2	1.6	-7	-13	-6	12	-13
Cc1ccc(S(=O)(=O)NNC(=S)NC(C)(C)C)cc1	-1	4	0	0.2	1	12	0	1	-12
Cn1ccnc1Sc1cc(Cl)ccc1[N+](=O)[O-]	-3	1	0	0.1	0	7	-6	2	-20
CCN(CC)c1nc(N)c([N+](=O)[O-])c(NCCO)n1	5	13	0	1.2	-8	-10	-9	8	-11
O=Cc1ccc(N2Cc3ccccc3C2)cc1	-2	1	2	0.7	-12	-9	-3	4	-10
C[C@]12C(=O)N(c3ccc(C(F)(F)F)cc3)C(=O)N1[C@@H]1c3ccccc3OC[C@@H]1[C@H]2c1ccccc1	-8	0	3	0.6	12	-21	-8	-12	-25

# 3 compounds already listed, sorted by formula weight, high to low:
smiles	OXTR potentiate	M4 antag	M4 ag	M1 ag parental	M1 antag	CHO-K1 Ca antag	M1 ag	CHRM1 PAM	CHO parental Ca
Cc1ccc(S(=O)(=O)NNC(=S)NC(C)(C)C)cc1	-1	4	0	0.2	1	12	0	1	-12
Cc1cccc2nc(CSC(=N)N)c(Br)n12	0	1	1	1.3	1	-2	-10	-6	-3
O=Cc1ccc(N2Cc3ccccc3C2)cc1	-2	1	2	0.7	-12	-9	-3	4	-10

# (listing goes on)
smiles	OXTR potentiate	M4 antag	M4 ag	M1 ag parental	M1 antag	CHO-K1 Ca antag	M1 ag	CHRM1 PAM	CHO parental Ca
Cc1cc(=O)cc(C)n1-c1ccc(Cl)c(Cl)c1	-7	-2	1	0.2	-9	-3	-2	5	-8
C=CCn1c(SCc2ccc(Cl)cc2)nc2c1c(=O)[nH]c(=O)n2C	-11	3	2	2.1	-5	-10	-5	1	-31
CCCCN(C(=O)CSCC(=O)Nc1ccc(C)cc1)c1c(N)n(CCCC)c(=O)[nH]c1=O	2	-15	0	0.0	-21	8	-1	5	-19
O=C(C1Cc2ccccc2CN1S(=O)(=O)c1cccs1)N1CCCCC1 (stereo not given)	-7	8	0	0.2	-7	-3	-6	11	-7
Nc1nn(-c2ccccc2)c(N)c1N=Nc1cccc(F)c1	-9	3	5	2.0	-15	-5	-3	11	-7
Cc1cc(N2CCCC2)c(C)cc1C=O	-12	8	0	0.7	-2	-15	-7	-1	3
CCN(CC)S(=O)(=O)c1ccc(O)c(C(=O)OCC(=O)NC23CC4CC(CC(C4)C2)C3)c1	-8	-2	12	4.8	7	-8	2	-18	-7
CCCCCCN1C[C@@H](n2cc(C3CC3)nn2)[C@H](O)C[C@@H]1c1ccc(OC)cc1	.	5	1	1.1	-9	-13	-8	-2	.
O=c1cc(-c2ccccc2)[nH]n1-c1ccccc1	.	8	19	12	18	-5	7	-10	.
Cc1ccc(C)c(NC(=O)CSc2ccc(-c3ccco3)nn2)c1	1	-4	0	0.8	-3	-4	-4	5	-24
COc1ccc(N2CCN(C(=O)c3ccc(NC(=O)C4=CSCCO4)cc3)CC2)cc1	-5	3	2	1.3	-1	3	-2	3	-2
Cc1ccc2cccc(S(=O)(=O)N3CCCc4ccccc43)c2n1	-16	2	4	7.9	-1	6	-2	7	1
CC(C)N1CCN(Cc2cccn2-c2nccs2)CC1CCO (stereo not given)	-4	-1	1	0.8	-10	-9	-14	10	-23
CCOc1ccc(-c2nnc3ccc(SCC(=O)Nc4nc5ccc(C)cc5s4)nn23)cc1	-7	6	3	1.1	3	3	-9	-1	-20
O=C(Cn1ccc2ccccc2c1=O)Nc1ccc2c(c1)OCO2	0	-7	1	-0.2	-12	-6	-3	-1	0
O=c1cc(-c2ccccc2)ss1	.	0	0	-0.5	-18	-6	-3	12	.
COc1ccccc1NC(=S)NNC(=O)c1cc(C)n(C)n1	-6	2	1	0.3	-3	-4	-1	5	-5
CCCCN1C(=O)C(CC(=O)NCCN2CCOCC2)CC(C(=O)N2CCCCCC2)=C1C (stereo not given)	.	4	1	0.3	.	6	.	.	.
CC1Cc2ccccc2N1C(=O)COC(=O)c1ccc([N+](=O)[O-])o1 (stereo not given)	-5	0	2	1.7	1	-13	-4	7	-5
COc1ccc2ccccc2c1CNC(=O)CC1C(=O)NCCN1CC(C)C (stereo not given)	-1	-2	0	-0.5	-17	11	-2	14	-51
CSc1ccc(COC(=O)CCS(=O)(=O)c2ccc(C)cc2)cc1	-6	-3	4	3.5	-11	-16	-2	3	-10
Cc1[nH]c(-c2ccccn2)nc(=S)c1Cl	-5	-4	0	0.8	-5	1	-3	6	-11
COc1ccc(S(=O)(=O)N2CCC(C(N)=O)CC2)cc1C(=O)N1CCCCCC1	-7	-9	0	0.7	-4	-14	-7	4	-8
CCN(Cc1ccncc1)S(=O)(=O)c1ccc(C(C)=O)cc1	-7	17	10	3.7	-1	-1	-4	-8	3
CCOC(=O)C1=C(C)NC(C)=C(C(=O)OCC)C1C(=O)OC1CCOC1=O (stereo not given)	-5	-18&-1	1&1	0.3&0.8	-16&-12	-18&-12	-1&-1	8&8	-12
NC(=O)CC(NC(=O)Cc1ccc(Br)cc1)c1ccc(NCCN2CCCC2)c([N+](=O)[O-])c1 (stereo not given)	-3	-4	0	0.1	-9	-23	-7	6	-6
CCOc1ccc(C(=O)Nc2nc3ccccc3[nH]2)cc1OCC	-15	5	16	11	-13	-4	-1	9	-9
Cc1ccc(S(=O)(=O)N2CCCCC2CCNC(=O)C(=O)NCc2ccco2)cc1 (stereo not given)	-20	-11	3	0.6	-15	-8	-5	13	-19
COc1cccc(Nc2nnc(SCC(=O)N(CC(C)C)CC(C)C)s2)c1	-15	0	9	1.9	3	-5	-1	8	-2
CCCCC(=O)Oc1c(S(=O)(=O)c2ccc(C)cc2)c(C)nn1C(C)(C)C	-6	1	4	0.9	-6	-2	-3	0	2
CC1=C(C(=O)Nc2ccccc2)C(c2ccc(C)o2)n2ncnc2N1 (stereo not given)	-4	7	0	1.2	-17	-9	-2	10	-8
CCCCN(C(=O)CSc1nnc(-c2ccccc2OC)n1C)c1c(N)n(Cc2ccccc2)c(=O)[nH]c1=O	-2	-3	1	0.5	-12	4	-10	16	-9
Cn1cc(C(=O)N/N=C/c2ccc(Br)c([N+](=O)[O-])c2)c2ccccc21	-1	7	1	8.6	-2	6	-3	5	-3
COc1ccc(Cn2c(=S)[nH]c3cc(C(=O)N4CCCCC4)ccc3c2=O)cc1	-9	-4	-1	-0.4	-13	-2	0	11	-14
Nc1c(C(=O)O)sc2nc(-c3ccc(F)cc3)cc(-c3ccccc3)c12	-4	2	0	0.4	-8	-11	-2	4	-7
CCN1C/C(=C\c2cc(OC)c(OC)c(OC)c2)C2=NN(c3ccccc3)C(c3cc(OC)c(OC)c(OC)c3)C2C1 (stereo not given)	.	7	0	5.9	1	1	0	-2	.
COc1ccc(CC(=O)N2CC(=O)N(CCc3ccccc3)C(=O)C2)cc1	-18	-7	3	0.3	-3	-9	-2	3	-23
COC(=O)Cc1ccc(NC(=S)NCc2ccc(OC)cc2)cc1	-20	4	3	3.0	5	-9	-5	-1	-19
CSc1ccccc1C(=O)Nc1nc2ccccc2c(=O)[nH]1	-3	-9	5	1.8	5	4	0	-5	-18
COC(=O)c1ccc(C)c(NS(=O)(=O)c2cn(C)nc2C)c1	-3	-15	1	0.8	-8	-11	-2	-4	-2
COc1ccc(C2CC(=O)c3c(C)nc(N4CCN(c5ccccc5)CC4)nc3C2)cc1 (stereo not given)	-11	1	0	0.5	-6	-3	-3	9	-19
COc1cccc(C(=O)N(Cc2cc3cc(C)ccc3[nH]c2=O)C(C)C)c1	-13	-1	0	0.6	-5	-7	0	15	-35
O=c1[nH]cnc(CN2CCCCC2)c1O	.	-9	1	-0.1	-13	-3	-1	6	.

# Source: PubChem (The Scripps Research Institute Molecular Screening Center)
